HADH2 inhib: qHTS Assay for Inhibitors of HADH2 (Hydroxyacyl-Coenzyme A Dehydrogenase, Type II). 3-hydroxyacyl-CoA dehydrogenase type-2 (Homo sapiens), Q99714. hit rate 3.4% among 73,000. recombinant HADH2, NADH fluorescence, beta-hydroxybutyryl-CoA. Potency, µM (highest dose often 57.1 µM), inactives show at the highest dose activity change, negative = inhibition, usual class: inhibitors. AID 886, 2007; also: potency is read from the fitted curve at half-maximal effect; % is scaled to controls: 0 for no effect and ±100 for the full control effect; nearly all actives have a fitted effect of over 60% in size; many of its hits are not listed in these tables
Target sequence (Q99714 whole entry, looked up, one chain of several): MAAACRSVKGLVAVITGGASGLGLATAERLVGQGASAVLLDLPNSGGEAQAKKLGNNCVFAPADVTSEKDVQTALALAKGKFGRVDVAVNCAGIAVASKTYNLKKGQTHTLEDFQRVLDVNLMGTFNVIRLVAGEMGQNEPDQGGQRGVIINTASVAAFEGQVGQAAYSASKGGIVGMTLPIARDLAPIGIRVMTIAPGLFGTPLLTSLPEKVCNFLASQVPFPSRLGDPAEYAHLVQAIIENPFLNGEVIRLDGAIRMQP
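NADH fluorescence (ex 360/em 450 nm) read every 30 s for 4 min; activity taken as last-minus-first time point difference. Enzyme 20 nM, NAD+ 1 mM, beta-hydroxybutyryl-CoA 90 uM, pH 9.0 Tris buffer.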
Rhodamine fluor: qHTS Assay for Spectroscopic Profiling in Rhodamine Spectral Region | hit rate 0.05% among 59,000 | AID 594, 2007 | max dye-equivalent concentration, M | Rhodamine-region fluorescence, 547/598 nm, Tris buffer; active compounds read high; in the data active = max dye-equivalent concentration above about 11 nM; inconclusive = between about 1.1 nM and that limit
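Intrinsic compound fluorescence, ex 547 / em 598 nm, CCD imager. Tris 100 mM pH 8.0; 15 min RT. Output = rhodamine dye-equivalent concentration at each compound concentration.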
Hsp90 Hop PPI: qHTS Assay for Disrupters of an Hsp90 Co-Chaperone Interaction. AlphaScreen TPR2A-His6 binding biotin-Hsp90 C-terminal peptide. Potency, µM (titrated, usually from 57 µM), without a hit: at the top dose activity change, negative = inhibition. hit rate 0.44% among 71,000; active = well fitted curve in either direction with a large enough effect; inconclusive = small, poorly fitted or top-dose-only effect, or another doubt; also: potency is read from the fitted curve at half-maximal effect; % is scaled to controls: 0 for no effect and ±100 for the full control effect; many of its hits are not listed in these tables
TexasRed autofl: qHTS Assay for Spectroscopic Profiling in Texas Red Spectral Region; Compound fluorescence, Texas Red channel, 547/618 nm; active compounds read high; max dye-equivalent concentration, M; hit rate 0.06% among 59,000; in the data active = max dye-equivalent concentration above about 10 nM; inconclusive = between about 1.1 nM and that limit
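Fluorescence at ex 547/em 618 nm, normalized against an on-plate Texas Red standard series to give dye-equivalent concentration per compound concentration. Buffer 100 mM Tris, pH 8.0; 15 min RT incubation before CCD imaging.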
4-MU autofl: qHTS Assay for Spectroscopic Profiling in 4-MU Spectral Region | compound autofluorescence, 340/450 nm, 4-MU equivalents; active compounds read high | max dye-equivalent concentration, M | hit rate 11% among 59,000 | AID 589, 2007; in the data active = max dye-equivalent concentration above about 10 nM; inconclusive = mostly about 1.1 nM to 9.6 nM
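Compounds in 100 mM Tris, pH 8.0, incubated 15 min at room temperature, then fluorescence read at 340 nm excitation/450 nm emission. Signal converted to 4-MU dye-equivalent concentration using an on-plate six-point 4-MU standard curve.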
ALOX15 inhib: qHTS Assay for Inhibitors of 15-hLO (15-human lipoxygenase); purified 15hLO-1, xylenol orange hydroperoxide absorbance; Potency, µM (highest dose often 57.1 µM), inactives show at the top dose activity change, negative = inhibition, actives largely listed as inhibitors; hit rate 1.4% among 74,000; also: potency is read from the fitted curve at half-maximal effect; % is scaled to controls: 0 for no effect and ±100 for the full control effect; nearly all actives have a fitted effect of over 55% in size
Target sequence (P16050 whole entry, looked up): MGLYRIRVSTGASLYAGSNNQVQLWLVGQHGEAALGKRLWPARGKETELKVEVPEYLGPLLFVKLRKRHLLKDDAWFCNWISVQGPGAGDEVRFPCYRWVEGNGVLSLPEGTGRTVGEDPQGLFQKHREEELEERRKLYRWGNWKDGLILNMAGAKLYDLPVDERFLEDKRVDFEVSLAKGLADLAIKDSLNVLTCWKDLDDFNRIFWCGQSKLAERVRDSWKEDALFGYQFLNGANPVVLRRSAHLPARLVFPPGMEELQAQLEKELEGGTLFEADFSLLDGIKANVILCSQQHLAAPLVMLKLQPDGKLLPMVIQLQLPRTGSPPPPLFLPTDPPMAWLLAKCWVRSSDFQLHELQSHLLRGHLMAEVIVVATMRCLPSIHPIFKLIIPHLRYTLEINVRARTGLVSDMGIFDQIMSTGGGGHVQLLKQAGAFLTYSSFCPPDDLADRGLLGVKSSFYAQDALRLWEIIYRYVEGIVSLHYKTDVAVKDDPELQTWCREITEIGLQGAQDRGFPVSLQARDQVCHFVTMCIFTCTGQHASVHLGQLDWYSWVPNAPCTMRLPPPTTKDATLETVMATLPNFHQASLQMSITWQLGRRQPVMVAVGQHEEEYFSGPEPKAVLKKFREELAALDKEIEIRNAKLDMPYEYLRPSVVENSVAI
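Purified human 15hLO-1 (40 nM) in 25 mM Hepes pH 7.5, 0.01% Triton X-100, preincubated 15 min RT with compound, then 50 uM arachidonic acid for 6 min. Hydroperoxide read by ferrous/xylenol orange, 30 min; 573/405 nm absorbance ratio gave progress.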
DNA Pol III inh: qHTS Assay for Inhibitors of DNA Polymerase III Holoenzyme System. reconstituted DNA polymerase III holoenzyme replication, biochemical. Potency, µM (highest dose often 57.1 µM), inactives show top-dose activity change, negative = inhibition. hit rate 0.25% among 71,000; also: potency is read from the fitted curve at half-maximal effect; % is scaled to controls: 0 for no effect and ±100 for the full control effect
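Reconstituted *E. coli* holoenzyme (0.35 nM Pol III, 1 nM beta, 154 nM SSB, 2 nM primase) was preincubated with compound for 15 min at RT. Synthesis on 1.4 nM ssM13Gori ran 35 min, then was stopped with PicoGreen/EDTA and read as dsDNA fluorescence.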
HBB splice mod: qHTS Assay for Modulators of Hemoglobin Beta Chain Splicing. HBB splicing reporter cell assay, activation; EGFP reporter with mutant IVS2-654 intron; response scale: normalised to 500 nM splice-correcting PNA. Potency, µM (top dose mostly 46.1 µM), inactives show top-dose activation, actives largely listed as activators. hit rate 0.06% among 65,000; also: potency is read from the fitted curve at half-maximal effect; 0% is about no effect
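HeLa cells stably expressing EGFP interrupted by mutant beta-globin intron 2 (IVS2-654), 500/well in 2% FCS. Treated with compound for 2 days at 37C. Splicing correction scored as total well GFP intensity (488 nm excitation, 500-520 nm emission); 500 nM antisense PNA served as control.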
Fluorescein fluor: qHTS Assay for Spectroscopic Profiling in Fluorescein Spectral Region; max fluorescein-equivalent concentration, M; hit rate 0.91% among 59,000; Compound autofluorescence, 480/540 nm, fluorescein-equivalent; active compounds read high; in the data active = max fluorescein-equivalent concentration above about 10 nM; inconclusive = between about 1.1 nM and that limit
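First, buffer (100 mM Tris, pH 8.0) dispensed; second, compounds and fluorescein standards pinned in; third, 15 min room-temperature incubation; finally, imaging at ex 480 nm/em 540 nm. Fluorescence normalized against the six-point fluorescein curve.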
UbGFP stabilizer: Ubiquitin-GFP Assay; Potency, µM (series often up to 45.9 µM), for the others: at the top dose activation (GFP accumulation), hits mostly activators; AID 526, 2006; Ubiquitin-GFP reporter cells, proteasome inhibition, GFP fluorescence; response scale: untreated = 0%, 10 µM MG-132 = 100%; 67,000 tested, under 10 active; active = well fitted activation curve with a large enough effect, not every such curve was filed as active; inconclusive = small, poorly fitted or top-dose-only effect, or another doubt; inactive = no such curve, though single readings can be large or run the other way; also: potency is read from the fitted curve at half-maximal effect
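Proteasome block read as GFP accumulation: ubiquitin(G76V)-GFP U2OS cells exposed to compound (2.9 nM–46 uM) for 4 hr at 37 C. Normalization used untreated cells as 0% and 10 uM MG-132 as 100%; concentration-response curves fitted.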
GFP derepression: qHTS Assay for Epigenetic Modulators; AID 597, 2007; hit rate 0.09% among 68,000; mouse C127i GFP locus derepression, cytometry, 30 h; Potency, µM (top dose mostly 46.1 µM), inactives show at the highest dose GFP derepression (activation); also: % of control where 0% means no effect
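Murine C127i mammary cells carrying a silenced, stably integrated CMV-driven GFP reporter were treated with compound for 30 hours at 37 C. After PBS washes, GFP-positive cells were counted by laser-scanning microplate cytometry.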
Active calls of the source: *; [ ] = another dose, or the depositor's remark. Unless noted, calls follow the shape of the dose curve; as a rule, active = well fitted curve in the direction sought with a large enough effect; inconclusive = small, poorly fitted or top-dose-only effect, or another doubt; inactive = no such curve, though single readings can be large; an effect the other way counts as inactive or inconclusive. An excerpt; the hit share may differ from the screen's.

Results for CC(=O)c1c(C)[nH]c(C(=O)N2CCN(C(=O)c3ccco3)CC2)c1C ?
HADH2 inhib: -0.4%; Rhodamine fluor: inactive; Hsp90 Hop PPI: -0.1%; TexasRed autofl: inconclusive; 4-MU autofl: inactive; ALOX15 inhib: 8.4%; DNA Pol III inh: -3.4%; HBB splice mod: 0.1%[57.5 µM]; Fluorescein fluor: inactive; UbGFP stabilizer: 1.0%; GFP derepression: 0.2%

What do the screens show for `O=C(O)CCCC(=O)N1CCN(c2nc(-c3ccccc3)c3ccccc3n2)CC1`?
HADH2 inhib: -6.1%; Hsp90 Hop PPI: 11.6%; ALOX15 inhib: -2.4%; DNA Pol III inh: -7.6%; HBB splice mod: -0.4%; UbGFP stabilizer: -2.7%; GFP derepression: 0.0%

What do the screens show for `O=C1Nc2cc(C(=O)N3CCOCC3)ccc2SC1N1CCOCC1` (stereo unspecified)?
HADH2 inhib: 1.7%; Rhodamine fluor: inactive; Hsp90 Hop PPI: 1.0%; TexasRed autofl: inactive; 4-MU autofl: inactive; ALOX15 inhib: 1.3%; DNA Pol III inh: 1.0%; HBB splice mod: 4.1%; Fluorescein fluor: inconclusive; UbGFP stabilizer: 5.4%; GFP derepression: 1.0%

How did CCCn1cnc2cc(NCc3ccccn3)ccc21 do in these assays?
HADH2 inhib: -3.1%; Hsp90 Hop PPI: inconclusive; ALOX15 inhib: 31.8%[activator]; DNA Pol III inh: -8.1%; HBB splice mod: -0.6%; UbGFP stabilizer: 7.2%

Results for O=C1c2ccccc2C(Nc2ccc3c(c2)OCCO3)N1Cc1ccccc1 (stereo unspecified) ?
HADH2 inhib: -2.5%; Hsp90 Hop PPI: inconclusive; ALOX15 inhib: -17.2%; DNA Pol III inh: -4.3%; HBB splice mod: -1.2%; UbGFP stabilizer: -2.2%

What do the screens show for `O=C(NC1CCCCCC1)C1CCCN(S(=O)(=O)c2cccs2)C1` (stereo unspecified)?
HADH2 inhib: 0.3%; Rhodamine fluor: inactive; Hsp90 Hop PPI: 1.5%; TexasRed autofl: inconclusive; 4-MU autofl: inactive; ALOX15 inhib: -1.7%; DNA Pol III inh: 4.8%; HBB splice mod: -2.8%; Fluorescein fluor: inactive; UbGFP stabilizer: 7.3%; GFP derepression: 0.2%

What do the screens show for `O=c1c2[nH]c3cccc(Cl)c3c2ncn1Cc1ccncc1`?
HADH2 inhib: 7.3%; Rhodamine fluor: inactive; Hsp90 Hop PPI: -5.3%; TexasRed autofl: inactive; 4-MU autofl: inactive; ALOX15 inhib: 10.5%; DNA Pol III inh: -6.8%; HBB splice mod: 0.5%[0.369 µM]; Fluorescein fluor: inactive; GFP derepression: -2.1%

What do the screens show for `O=C(CCCNS(=O)(=O)c1cccc2nsnc12)NCc1ccc(Cl)cc1`?
HADH2 inhib: -4.8%; Rhodamine fluor: inactive; Hsp90 Hop PPI: -0.6%; TexasRed autofl: inactive; 4-MU autofl: inactive; ALOX15 inhib: -7.4%; DNA Pol III inh: -2.3%; HBB splice mod: -0.5%; Fluorescein fluor: inactive; UbGFP stabilizer: -5.7%; GFP derepression: -2.9%

How did Cc1cc(-c2ccccc2)n2ncc(C#N)c2n1 do in these assays?
HADH2 inhib: inconclusive; Hsp90 Hop PPI: -2.2%[2.3 µM]; ALOX15 inhib: -4.7%; DNA Pol III inh: 7.3%; HBB splice mod: -0.4%; UbGFP stabilizer: -1.2%

Results for CCOc1ccc(NC(=O)COC(=O)Cn2cnnn2)cc1OCC ?
HADH2 inhib: 2.9%; Rhodamine fluor: inactive; Hsp90 Hop PPI: -2.4%; TexasRed autofl: inactive; 4-MU autofl: inactive; ALOX15 inhib: 8.4%; DNA Pol III inh: -1.0%; HBB splice mod: -1.8%; Fluorescein fluor: inconclusive; UbGFP stabilizer: -1.7%; GFP derepression: 0.0%

Results for O=C(C1CC1)N1CCc2cc(Br)cc(S(=O)(=O)N3CCCCCC3)c21 ?
HADH2 inhib: -0.5%; Rhodamine fluor: inactive; Hsp90 Hop PPI: 1.6%; TexasRed autofl: inactive; 4-MU autofl: inactive; ALOX15 inhib: -3.6%; DNA Pol III inh: 0.2%; HBB splice mod: -1.8%; Fluorescein fluor: inactive; UbGFP stabilizer: -0.3%; GFP derepression: 1.9%

Results for COc1cccc(C2c3c(oc4ccccc4c3=O)C(=O)N2CCCN(C)C)c1OC (stereo unspecified) ?
HADH2 inhib: 16.7%; Rhodamine fluor: inactive; Hsp90 Hop PPI: -2.8%; TexasRed autofl: inactive; 4-MU autofl: 1.59e-08M*; ALOX15 inhib: -17.2%; DNA Pol III inh: -1.0%; HBB splice mod: 3.4%; Fluorescein fluor: inconclusive; UbGFP stabilizer: -9.5%; GFP derepression: 2.6%

What do the screens show for `O=C(O)CN1CCOCCOCCN(CC(=O)O)CCOCCOCC1`?
HADH2 inhib: inconclusive; Rhodamine fluor: inactive; Hsp90 Hop PPI: -1.8%; TexasRed autofl: inactive; 4-MU autofl: inactive; ALOX15 inhib: 4.9%; DNA Pol III inh: -10.5%; HBB splice mod: 0.7%[0.369 µM]; Fluorescein fluor: inactive; UbGFP stabilizer: -1.7%; GFP derepression: 2.2%

How did Cc1cc(-n2c(C)cc(C(=O)CSc3nnnn3-c3ccc(Cl)cc3)c2C)no1 do in these assays?
HADH2 inhib: 3.6%; Rhodamine fluor: inactive; Hsp90 Hop PPI: -3.8%; TexasRed autofl: inactive; 4-MU autofl: inactive; ALOX15 inhib: 11.5%; DNA Pol III inh: -2.2%; HBB splice mod: 2.0%; Fluorescein fluor: inconclusive; UbGFP stabilizer: -1.7%; GFP derepression: 1.2%

How did CC12CCC(C(=O)NCc3ccccn3)(OC1=O)C2(C)C (stereo unspecified) do in these assays?
HADH2 inhib: 0.8%; Rhodamine fluor: inactive; Hsp90 Hop PPI: -0.5%; TexasRed autofl: inactive; 4-MU autofl: inactive; ALOX15 inhib: 12.5%; DNA Pol III inh: -1.9%; HBB splice mod: 0.8%; Fluorescein fluor: inactive; UbGFP stabilizer: 3.8%; GFP derepression: 0.0%

What do the screens show for `Cc1cc(NC(=O)c2ccc3nc(-c4ccccc4)c(-c4ccccc4)nc3c2)no1`?
HADH2 inhib: -6.4%; Rhodamine fluor: inactive; Hsp90 Hop PPI: 0.2%; TexasRed autofl: inactive; 4-MU autofl: 9.04e-08M*; ALOX15 inhib: 10.7%; DNA Pol III inh: 1.9%; HBB splice mod: 1.7%; Fluorescein fluor: inconclusive; UbGFP stabilizer: 16.6%; GFP derepression: -2.6%

What do the screens show for `Cc1ccc(C(=O)c2cn[nH]c2-c2cc(Cl)ccc2O)cc1`?
HADH2 inhib: -0.1%; Rhodamine fluor: inactive; Hsp90 Hop PPI: -3.3%; TexasRed autofl: inconclusive; 4-MU autofl: inactive; ALOX15 inhib: 20µM*; DNA Pol III inh: -4.3%; HBB splice mod: 1.7%[57.5 µM]; Fluorescein fluor: inactive; UbGFP stabilizer: -1.7%; GFP derepression: 4.3%

Results for COc1ccc(C2C(C(=O)c3ccco3)=C(O)C(=O)N2Cc2cccnc2)cc1OC (stereo unspecified) ?
HADH2 inhib: -8.8%; Hsp90 Hop PPI: -6.2%; ALOX15 inhib: -1.8%; DNA Pol III inh: -6.7%; HBB splice mod: 0.6%[9.22 µM]; UbGFP stabilizer: 0.0%; GFP derepression: 4.3%

How did N#Cc1c(N)nc2c(c1-c1ccncc1)CCCCC2 do in these assays?
HADH2 inhib: inconclusive; Rhodamine fluor: inactive; Hsp90 Hop PPI: 2.0%; TexasRed autofl: inactive; 4-MU autofl: 1.13e-07M*; ALOX15 inhib: -3.7%; DNA Pol III inh: -4.1%; HBB splice mod: 0.9%[57.5 µM]; Fluorescein fluor: inactive; UbGFP stabilizer: -4.3%; GFP derepression: 4.3%

Results for O=C(c1ccc(Cl)cc1)C1C2C(=O)N(c3ccccc3)C(=O)C2C2CCCN21 (stereo unspecified) ?
HADH2 inhib: 7.7%; Rhodamine fluor: inactive; Hsp90 Hop PPI: -8.6%; TexasRed autofl: inactive; 4-MU autofl: inactive; ALOX15 inhib: -13.3%; DNA Pol III inh: 2.1%; HBB splice mod: 1.2%[1.84 µM]; Fluorescein fluor: 5.18e-08M*; UbGFP stabilizer: 6.4%; GFP derepression: 2.0%

Screening data from PubChem BioAssay.
